Screens (PubChem)
ATG4B inhibitor = ATG4B protease inhibitors, primary screen, biochemical, fluorescence, uHTS; inhibition, % at 8.33 µM; Cysteine protease ATG4B (Homo sapiens), Q9Y4P1; ATG4B cleavage of LC3-PLA2, NBD-HPC fluorescence, 1 h; hit rate 0.51% among 340,000; in the data active = inhibition above about 40%
hIAP act = human IAP activators, primary screen, biochemical, luminescence, uHTS; Intestinal-type alkaline phosphatase (Homo sapiens), P09923; purified human IAP, CDP-Star luminescence, 30 min; stronger effect = higher value; 1 = vehicle-only enzyme, 0 = enzyme-free background; activation factor at 10 µM; hit rate 0.16% among 330,000;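 active = activation factor of the enzyme at least 2-fold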; also: the source names both 10 and 20 µM as test concentration; values of inactives mirror those of a sister screen read the other way
mIAP inh = inhibitors of mouse IAP, primary screen, biochemical, luminescence, uHTS | intestinal alkaline phosphatase [Mus musculus] | purified mouse IAP, CDP-Star luminescence, 30 min | inhibition, % at 10 µM | hit rate 0.2% among 330,000 | AID 2806, 2010;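 active = inhibition of at least 40% at 10 µM in the primary screen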;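 also: plate controls were DMSO with enzyme for no effect and no enzyme wells for full effect; values of inactives mirror those of a sister screen read the other way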
mIAP act = activators of mouse IAP, primary screen, biochemical, luminescence, uHTS; intestinal alkaline phosphatase [Mus musculus]; muIAP, CDP-Star luminescence, 30 min; stronger effect = higher value; 1 = vehicle-only enzyme signal, 0 = enzyme-free wells; activation factor at 10 µM; hit rate 0.24% among 330,000; AID 2805, 2010;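 active = activation factor of at least 2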; also: the source names both 10 and 20 µM as test concentration; values of inactives mirror those of a sister screen read the other way
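Assay system: mouse IAP enzyme / Compound: DMSO-dissolved test compounds / Timing: 30 min, room temperature / Measured by: luminescence from enzymatic CDP-Star hydrolysis / Control set: DMSO-only wells, enzyme-free buffer wells as negative control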
hIAP inh = human IAP inhibitors, primary screen, biochemical, luminescence, uHTS. Intestinal-type alkaline phosphatase (Homo sapiens), P09923. inhibition, % at 10 µM. purified IAP, CDP-Star luminescence, 30 min. hit rate 0.12% among 330,000;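 active = inhibition reaching a set limit with compound at 10 µM in the primary screen, cut at about 35% in these data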;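 also: plate controls were DMSO wells with enzyme for no effect and no-enzyme buffer wells for full effect; values of inactives mirror those of a sister screen read the other way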
Apaf1 inhib = inhibitors of human Apaf-1 apoptosome, primary screen, biochemical, DEVD-Rh110 fluorescence, uHTS. hit rate 0.71% among 330,000. reconstituted apoptosome caspase-3 activity. inhibition, % at 20 µM. Apoptotic protease-activating factor 1 (Homo sapiens), O14727; active = inhibition of at least 40% at 20 µM;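 also: plate controls were DMSO wells for no effect and DEVD-CHO caspase inhibitor wells for full effect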
Target sequence (O14727 whole entry, looked up): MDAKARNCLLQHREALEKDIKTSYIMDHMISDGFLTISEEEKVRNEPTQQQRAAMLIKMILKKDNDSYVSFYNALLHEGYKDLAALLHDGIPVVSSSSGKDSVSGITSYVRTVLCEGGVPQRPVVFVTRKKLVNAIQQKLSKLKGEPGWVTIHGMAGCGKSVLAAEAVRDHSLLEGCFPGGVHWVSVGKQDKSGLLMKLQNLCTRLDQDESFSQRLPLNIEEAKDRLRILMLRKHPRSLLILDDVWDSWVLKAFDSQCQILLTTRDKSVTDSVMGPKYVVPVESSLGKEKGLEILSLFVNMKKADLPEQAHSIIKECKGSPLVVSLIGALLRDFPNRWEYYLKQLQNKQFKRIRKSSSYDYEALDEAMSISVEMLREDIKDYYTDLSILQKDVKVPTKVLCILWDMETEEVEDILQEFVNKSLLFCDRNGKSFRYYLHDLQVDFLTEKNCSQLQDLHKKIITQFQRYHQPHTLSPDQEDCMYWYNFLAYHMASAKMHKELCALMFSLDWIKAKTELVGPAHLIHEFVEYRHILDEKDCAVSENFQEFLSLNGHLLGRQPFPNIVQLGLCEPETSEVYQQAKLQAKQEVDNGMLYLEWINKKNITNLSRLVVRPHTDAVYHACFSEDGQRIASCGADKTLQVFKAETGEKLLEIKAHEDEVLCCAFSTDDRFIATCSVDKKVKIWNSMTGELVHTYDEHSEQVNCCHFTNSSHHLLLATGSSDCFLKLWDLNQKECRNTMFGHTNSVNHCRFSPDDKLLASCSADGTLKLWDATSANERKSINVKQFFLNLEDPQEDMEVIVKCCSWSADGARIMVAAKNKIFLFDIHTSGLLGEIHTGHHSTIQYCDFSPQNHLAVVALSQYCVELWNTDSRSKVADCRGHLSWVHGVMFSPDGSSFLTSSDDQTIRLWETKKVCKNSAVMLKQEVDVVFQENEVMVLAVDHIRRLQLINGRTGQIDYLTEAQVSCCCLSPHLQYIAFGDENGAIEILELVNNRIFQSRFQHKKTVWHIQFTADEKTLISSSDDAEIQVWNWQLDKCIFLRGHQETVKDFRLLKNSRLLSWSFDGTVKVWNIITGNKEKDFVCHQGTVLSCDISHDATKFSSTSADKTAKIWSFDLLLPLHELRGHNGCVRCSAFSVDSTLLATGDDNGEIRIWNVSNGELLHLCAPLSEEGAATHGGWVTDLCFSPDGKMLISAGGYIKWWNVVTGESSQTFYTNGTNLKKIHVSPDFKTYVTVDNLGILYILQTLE
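Material: reconstituted apoptosome with Apaf-1, cytochrome c, caspase-9, procaspase-3, dATP / Buffer or medium: pH 7.5 Hepes buffer with CHAPS, BSA, DTT / Also added: cytochrome c with DEVD-Rh110 / Schedule: compound with Apaf-1, dATP, procaspase-3 30 min, then 50 min reaction, room temperature / Technique: rhodamine 110 fluorescence at Ex 480/Em 540 nm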
TIM10 inh = growth inhibitors of isogenic TIM10 control yeast, primary screen, counter-screen for tim10-1 yeast inhibitor project, luminescence, uHTS; S. cerevisiae TIM10 strain growth, BacTiter-Glo luminescence, 24 h; inhibition, % at 10 µM; hit rate 1.4% among 330,000;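 active = inhibition of 40% or more at the single tested concentration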;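 also: wild-type TIM10 isogenic control strain grown at permissive 25 °C; 0% = DMSO yeast wells and 100% = minimal medium wells without yeast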
tim10-1 inh = growth inhibitors of tim10-1 mutant yeast, primary screen, luminescence, uHTS | S. cerevisiae tim10-1 ts strain growth, BacTiter-Glo, 24 h | inhibition, % at 20 µM | hit rate 2.2% among 330,000 | AID 463190, 2010;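 active = inhibition of at least 40%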;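 also: mutant grown at 25 °C; 0% = DMSO wells with yeast and 100% = wells holding no yeast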
NALP3 yeast inh = NALP3 inflammasome inhibitors in reconstituted yeast, primary screen, luminescence, uHTS | Yeast reconstituted NLRP3/ASC/caspase-1, beta-gal luminescence, 24 h | inhibition, % at 10 µM | hit rate 0.39% among 330,000 | AID 2825, 2010;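 active = inhibition of 50% or more; inactive = inhibition below 50%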;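 also: plate controls were induced DMSO wells for no effect and uninduced yeast grown without galactose for full effect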
An asterisk follows results filed as active; nt = not tested or not shown; & = joins results of further samples.

Below each compound – ATG4B inhibitor	hIAP act	mIAP inh	mIAP act	hIAP inh	Apaf1 inhib	TIM10 inh	tim10-1 inh	NALP3 yeast inh
Cc1noc(C)c1NC(=O)N(C)C[C@H]1Oc2c(NC(=O)Nc3ccccc3)cccc2C(=O)N([C@H](C)CO)C[C@@H]1C
→ 3	1.1	0	1	-7	8	5	-6	12
Cc1nc2ccc(NC(=O)C3=NN(C)C(=O)CC3)cc2s1
→ -2	1.2	-9	1.1	-25	12	6	-3	4
CC(C(=O)Nc1ccccc1C#N)N1C(=O)NC2(CCCCCC2)C1=O (centres undefined)
→ -4	0.86	-1	1	14	0	-5	-12	3
COc1ccc(CCNC(=S)N2CCN(S(=O)(=O)c3ccccc3)CC2)cc1
→ -7	0.88	-7	1.1	12	12	12	10	19
O=C(NNC(=O)c1ccc(NC(=O)c2ccccc2)cc1)c1ccc(F)cc1
→ 4	1.3	8	0.92	-25	0	-1	-10	18
O=C(N/N=C/c1cccnc1)c1cccc(S(=O)(=O)Nc2cccc(Cl)c2)c1
→ -5	0.98	12	0.88	2	-5	-17	3	-1
CC1(OC(=O)c2cccs2)C(=O)C=C2C=C(c3ccc(C#N)cc3)OC=C2C1=O (centres undefined)
→ nt	1.1	17	0.83	-12	22	-2	-3	-4
COc1ccc(CCC(=O)c2ccc(OC)cc2)cc1
→ -8	0.94	-5	1.1	6	10	-19	6	33
OC(CNC1CCCC1)COc1ccc(Cl)cc1 (centres undefined)
→ -3	0.74	-15	1.2	26	-2	-6	-1	17
CNc1nc(SC)nc2ccsc12
→ 9	1.2	-10	1.1	-23	-7	-13	5	1
CC(=O)N1c2ccccc2Oc2cc3ccccc3cc21
→ 0	0.94	5	0.95	6	6	25	20	49
CC(C)c1ccc(/C=C2\SC(=O)N(CC(=O)NCCCn3ccnc3)C2=O)cc1
→ -3	1.1	14	0.86	-7	9	4	-53	9
CCN(Cc1nc2cc(Cl)ccc2c(=O)[nH]1)C(=O)CN1C(=O)NC2(CCCCC2C)C1=O (centres undefined)
→ -12	1.1	11	0.89	-8	-5	13	-7	17
CCOC(=O)/C(=N\Nc1cccc(C(F)(F)F)c1)N(CCOC)CCOC
→ -11	1	7	0.93	-1	10	-4	11	5
Cc1ccccc1Cc1c(C)nc2nc(SCC(=O)NCCCN3CCCC3)nn2c1C
→ 5	0.9	0	1	10	23	1	1	21
CCCCc1nnc(NC(=O)C2CCCO2)s1 (centres undefined)
→ -7	0.93	-8	1.1	7	-9	8	-2	18
CCc1nnc(NC(=O)c2sc3nc(C)cc(COC)c3c2N)s1
→ -13	1.1	3	0.97	-10	10	-4	9	1
FC(F)(F)c1cc(Sc2ccccc2)nc(-c2ccccn2)n1
→ -1	0.8	0	1	20	2	25	30	35
Cc1n[nH]c(=O)c2c(NC(=O)COC(=O)/C=C/c3cccc(C(F)(F)F)c3)oc(C)c12
→ -8	0.9	4	0.96	10	6	9	4	13
CC(=O)COc1ccc2c(C)c(C)c(=O)oc2c1
→ -5	0.89	2	0.98	11	-7	-4	-13	10
CC1CCN(S(=O)(=O)c2ccc(C(=O)Nc3nnc(-c4ccccn4)o3)cc2)CC1
→ -2	1.1	3	0.97	-9	14	-11	26	2
Cc1ccc(NC(=O)Cn2c(=O)c3cccn3c3ccccc32)c(Cl)c1
→ 4	1.4	30	0.7	-42	5	4	7	4
Cn1c(=O)c2c(nc(N/N=C/c3cccnc3)n2Cc2ccccc2)n(C)c1=O
→ -5	1	-3	1	-2	-2	-10	3	2
Cc1ccccc1-c1nnc(SCC(=O)NCC2CCCO2)o1 (centres undefined)
→ -1	1	1	0.99	0	-8	-2	1	9
CC(C)NC(=O)CSCc1cccc(Br)c1
→ -4	1.9	-6	1.1	-85	-12	1	9	22
Cc1ccc(C(=O)CSc2nnc(-c3ccco3)o2)o1
→ 9	1.1	1	0.99	-13	-21	12	4	16
COc1cccc(NC(=O)CN(C)CC(=O)Nc2ccc(C)cc2Cl)c1
→ -14	1.3	18	0.82	-26	-4	-27	4	-7
CC(=O)c1cnc2c(-c3ccc(Cl)cc3)cnn2c1C
→ 9	1	-2	1	-1	2	12	27	20
CC1CCc2c(C(=O)NCc3ccccn3)csc2C1 (centres undefined)
→ -3	1.1	1	0.99	-7	1	-7	4	4
CCOc1ccc(CCNC(=O)COC(=O)c2oc3ccccc3c2COC)cc1OCC
→ -25	1	-5	1.1	-1	6	11	6	16

(continued)
Below each compound – ATG4B inhibitor	hIAP act	mIAP inh	mIAP act	hIAP inh	Apaf1 inhib	TIM10 inh	tim10-1 inh	NALP3 yeast inh
Cc1noc(C)c1C(=O)N(C)CC(=O)Nc1ccc(F)c(F)c1F
→ 4	0.97	-1	1	2	0	2	6	4
COc1cc(CN(C(=O)c2cccs2)C2CCS(=O)(=O)C2)cc(OC)c1OC (centres undefined)
→ 3	1	4	0.96	-4	-3	-3	15	1
COc1ccccc1-c1sc2cc3c(cc2c1C#CCO)OCO3
→ 2	0.97	-2	1	3	12	1	26	32
O=C(Nc1cnc2ccccn2c1=O)c1ccc(Cl)cc1Cl
→ -2	0.93	-6	1.1	7	12	5	12	22
CCOc1ccc(NS(=O)(=O)c2cc(C(=O)N3CC(C)OC(C)C3)ccc2C)cc1 (centres undefined)
→ 2	0.97	-2	1	3	5	14	-2	11
Cc1ccc(NC2CCCN(C(=O)c3ccc4[nH]ccc4c3)C2)cc1C (centres undefined)
→ 18	1.1	-9	1.1	-10	18	3	31	20
O=C(CCC(=O)c1ccc(F)cc1)NN1C(=O)NC2(CCCCC2)C1=O
→ 2	0.97	1	0.99	3	-1	-3	-7	13
Cc1ccnc(NC(=O)C23CC4CC(CC(C4)C2)C3)c1
→ 8	1	-1	1	0	10	22	49*	11
O=S(=O)([O-])CCC[n+]1c(SCCCS(=O)(=O)O)sc2ccc(Cl)cc21
→ -8	0.94	-2	1	6	2	-19	18	-4
Cc1nc2ccccc2c(=O)n1/N=C/c1cc(Br)ccc1O
→ 2	1.1	-3	1	-11	17	-1	35	18
CC(C)Cc1cc(C(=O)N2CCC(N3CCC(C(=O)NC4CC4)CC3)CC2)n[nH]1
→ 2	1.2	-4	1	-20	-3	-5	-2	17
O=C(Cn1nnc2ccccc2c1=O)NCCc1ccc(Cl)cc1Cl
→ -5	0.63	9	0.91	37*	-10	5	7	-3
Cc1cc(OCC(=O)Nc2ccc(S(=O)(=O)N3CCN(C)CC3)cc2)ccc1Br
→ -10	1.1	-3	1	-12	24	23	22	1
C/C(=N\NC(=O)c1cc(C(C)(C)C)[nH]n1)C12CC3CC(CC(C3)C1)C2
→ -2	1.4	-9	1.1	-45	14	20	28	9
CCOc1ccc(Cl)cc1CSc1n[nH]c(CC)n1
→ 1	1.2	-4	1	-19	-7	-5	6	22
Cc1cc(NC(=O)COC(=O)c2cc(S(=O)(=O)N3CCOCC3)ccc2N2CCCCC2)no1
→ -9	1	-13	1.1	-4	2	-1	16	-14
Nc1cc(N)nc(SCC(=O)Nc2cccc(S(=O)(=O)N3CCCCC3)c2)n1
→ -7	0.98	-12	1.1	2	-5	-1	-8	8
COc1cccc(CC(=O)Nc2sc3c(c2C(N)=O)CCCC3)c1
→ -2	0.85	1	0.99	15	16	4	-4	16
CCn1nnnc1SCC(=O)Nc1ccc2c(c1)OCO2
→ 3	0.93	2	0.98	7	2	8	-4	11
CCN1CCN(C(=S)Nc2ccc3nc(N4CCN(CC)CC4)cc(C)c3c2)CC1
→ 1	1	-2	1	-1	7	-7	4	8
O=C1C(=O)N(Cc2cccnc2)C(c2cccc(Br)c2)/C1=C(/O)c1ccc2c(c1)OCO2 (centres undefined)
→ 3	0.77	-3	1	23	12	3	12	-2
CNC(=S)N/N=C/c1ccc(N2CCOCC2)s1
→ -8	1.2	6	0.94	-20	12	-8	13	13
CC(=O)Nc1ccccc1NC(=O)c1ccc(C)c(C)c1
→ -7	1	1	0.99	-2	-11	9	9	3
CC(C)(C)c1ccc(-c2nc3[nH]c(=O)cc(NC(=O)c4ccco4)n3n2)cc1
→ 6	1.7	9	0.91	-68	38	14	17	-7
COc1ccc(N(CC(=O)NCCSCc2ccco2)S(=O)(=O)c2ccc(C)cc2)cc1
→ 4	1.4	1	0.99	-35	12	9	24	15
Cc1ccc(CN(CC(=O)NCCc2ccccc2)C(=O)CCCC(=O)Nc2cc(C)on2)cc1
→ 0	0.77	-11	1.1	23	3	3	21	12
Cc1cc(NC(=O)CSCC(=O)Nc2ccc(C)c(C)c2)no1
→ 8	1	-2	1	-4	54*	2	-4	0
CCCCc1nc(SCC(=O)Nc2cccc(Cl)c2)n[nH]1
→ -4	1.4	-2	1	-38	-3	-2	2	-7
CC(C)OCCCNC(=O)C(Cc1ccccc1)NS(=O)(=O)c1ccc2c(c1)CCC(=O)N2 (centres undefined)
→ 8	0.83	1	0.99	17	-8	8	1	7
Cc1cc(=O)oc2cc(NC(=S)NNC(=O)c3c(Cl)cnn3C)ccc12
→ 7	1.9	18	0.82	-85	-6	5	-22	16

(listing goes on)
Below each compound – ATG4B inhibitor	hIAP act	mIAP inh	mIAP act	hIAP inh	Apaf1 inhib	TIM10 inh	tim10-1 inh	NALP3 yeast inh
CCc1ccc(OCCOCCN2CCN(C)CC2)cc1
→ 0	0.81	-1	1	19	9	3	1	17
COc1cccc(C(=O)N(C)CC2CCN(CCc3cccc(C(F)(F)F)c3)CC2)c1
→ -3	0.96	0	1	4	-1	-6	5	19
Cc1cnc(NC(=O)CN2CCN(c3ccccn3)CC2)s1
→ -9	0.99	10	0.9	0	-3	11	12	3
C#CCOCCOCCOCCNc1nc(N2CCN(C(=O)Cn3cc(CCCCN)nn3)CC2)nc(N2CCN(C(=O)Cn3cc(CCCN=C(N)N)nn3)CC2)n1
→ -12	0.95	2	0.98	5	6	3	-20	12
Cc1ccc(CSc2cc(C)[nH]c(=O)n2)cc1
→ -2	1.3	1	0.99	-26	10	2	0	10
NS(=O)(=O)c1cccc(NC(=O)COC(=O)c2cc([N+](=O)[O-])ccc2N2CCCC2)c1
→ -12	0.91	13	0.87	9	4	1	-3	19
O=C(c1ccccc1)c1ccccc1C(=O)c1ccccc1
→ 11&-10	1.1&0.91	-3&-10	1&1.1	-9&9	12&9	2&-11	24&11	-52&-53
COC(=O)C1=NNC(C(=O)c2ccco2)C1c1ccccc1 (centres undefined)
→ -6	0.94	2	0.98	6	-3	13	6	22
COc1ccc(-n2c(=S)[nH]c(=O)c3cccnc32)cc1
→ 2	1	-2	1	-2	-9	6	-6	12
O=C(CSc1nnc(Cc2ccccc2)o1)c1ccc(F)cc1
→ -6	1.4	-5	1	-37	1	8	7	12
CCOC(=O)CNC(=O)C1c2ccccc2C(=O)N(c2ccc(OC)cc2)C1c1ccc(OC)cc1 (centres undefined)
→ -4	1.8	0	1	-82	-42	37	13	18
COC(=O)C1CN(C(=O)COc2ccc(Cl)cc2Cl)c2ccccc2O1 (centres undefined)
→ -5	1.1	2	0.98	-14	18	12	24	-13
